Bioassay records from PubChem BioAssay.
HT1080 IDH1KD tx = kills HT-1080 cells with IDH1 knockdown. 360,000 tested, 2% active. AID 686971. Potency, µM (doses to about 46.1 µM), inactives show top-dose activity, negative = toxicity, hits mostly cytotoxic. HT-1080 IDH1 knockdown viability, ATP luminescence, 48 h;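 note: potency is the fitted concentration of half-maximal effect; 0% = DMSO wells and -100% = cell-free medium wells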
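Cytotoxicity counter-line: IDH1KD HT-1080, 48 h, CellTiter-Glo. Curves classed by r2, magnitude and activity.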
IL1B secr inh = blocks inflammasome-driven IL-1 beta release; THP-1 LPS/ATP IL-1B secretion, AlphaLISA, 16 h; hits give low values; activity change, % at 57.5 µM; 360,000 tested, 4.7% active; AID 743279; in the data active = activity change below about -50%; inconclusive = mostly about -30% to -49%; note: % is set by controls: 0 for no effect and ±100 for the full control effect
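THP-1 cells pretreated 1 hr with compounds (up to 57.5 uM final), then stimulated with LPS (250 ng/mL final) plus ATP (1.25 mM final); secreted IL-1B measured by AlphaLISA after 16 hr, decreased signal indicating inhibition.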
GLP1R ag = activates the human GLP-1 receptor; P43220; Potency, µM (titrated, usually from 45.6 µM), for the others: at the highest dose activation, usual class: activators; HEK293 GLP-1R CRE-luciferase, luminescence, 4-6 h; cells express a hypersensitive GLP-1R form; AID 624172; 380,000 tested, 0.007% active; note: potency is the fitted concentration of half-maximal effect; % of control where 0% means no effect
Target sequence (P43220 whole entry, looked up): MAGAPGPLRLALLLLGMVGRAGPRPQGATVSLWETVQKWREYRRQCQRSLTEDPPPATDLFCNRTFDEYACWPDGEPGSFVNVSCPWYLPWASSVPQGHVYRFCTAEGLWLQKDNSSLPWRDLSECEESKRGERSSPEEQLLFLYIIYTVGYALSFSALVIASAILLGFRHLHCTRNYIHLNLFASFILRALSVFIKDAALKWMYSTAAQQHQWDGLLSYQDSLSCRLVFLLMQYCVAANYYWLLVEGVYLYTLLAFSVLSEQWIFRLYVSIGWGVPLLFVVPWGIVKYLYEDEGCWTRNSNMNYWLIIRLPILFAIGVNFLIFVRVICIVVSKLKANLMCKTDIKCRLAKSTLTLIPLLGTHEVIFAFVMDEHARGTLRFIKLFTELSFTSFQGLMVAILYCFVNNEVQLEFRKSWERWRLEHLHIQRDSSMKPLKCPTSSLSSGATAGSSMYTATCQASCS
D3 antag = blocks the human D3 dopamine receptor | max response, negative = inhibition, % | D3R cells, DiscoveRx beta-arrestin luminescence, antagonist mode; hits give low values | AID 652054 | P35462 | 360,000 tested, 2.5% active; in the data active = max response below about -50%; inconclusive = no clear call, values can overlap the other calls; note: % is set by controls: 0 for no effect and ±100 for the full control effect; mostly tested at two doses, the higher about 12 µM
Target sequence (P35462 whole entry, looked up): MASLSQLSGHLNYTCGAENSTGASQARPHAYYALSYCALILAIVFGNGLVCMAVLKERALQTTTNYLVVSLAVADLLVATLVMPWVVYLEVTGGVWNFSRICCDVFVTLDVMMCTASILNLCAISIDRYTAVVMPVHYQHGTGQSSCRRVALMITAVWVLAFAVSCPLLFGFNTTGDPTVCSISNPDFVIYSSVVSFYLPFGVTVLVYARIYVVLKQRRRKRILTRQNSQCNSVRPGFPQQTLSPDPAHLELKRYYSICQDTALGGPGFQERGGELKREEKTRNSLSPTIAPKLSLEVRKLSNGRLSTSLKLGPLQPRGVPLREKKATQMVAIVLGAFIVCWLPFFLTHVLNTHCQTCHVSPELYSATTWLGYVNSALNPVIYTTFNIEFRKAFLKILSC
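Cells plated overnight at 1500 cells/well, then exposed to library compounds with dopamine controls for 90 minutes at 37 degrees C. DiscoveRx reagent added for 30–60 minutes at room temperature; luminescence read, quantitative HTS format.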
SW480 rereplic = DNA re-replication induction in SW480 cells | 340,000 tested, 1.8% active | AID 624297 | SW480 DNA re-replication, Hoechst DNA content imaging, 48 h | Potency, µM (highest dose often 46.1 µM), without a hit: at the top dose re-replication activation, actives largely listed as activators; note: potency is the fitted concentration of half-maximal effect; % of control where 0% means no effect; nearly all actives have a fitted effect of over 55% in size
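Readout is total intensity of Hoechst-stained nuclei, excited at 405 nm and collected at 500-530 nm. Compound treatment lasted 48 hr at 37 C in 5% CO2 before staining.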
KB-V1 MDR tox = KB-V1 MDR subline cytotoxicity; KB-V1 MDR cells viability, CellTiter-Glo, 72 h; 400,000 tested, 3.4% active; Potency, µM (series often up to 46.1 µM), for the others: top-dose activity change, negative = cytotoxicity, most hits filed as cytotoxic; note: potency is the fitted concentration of half-maximal effect; % is set by controls: 0 for no effect and ±100 for the full control effect; nearly all actives have a fitted effect of over 60% in size
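Cytotoxicity toward P-gp-expressing KB-V1 cells was determined as loss of CellTiter-Glo luminescence after 72 h at 37 degrees C. Compounds were tested in quantitative HTS format across a concentration range, with curves fitted to normalized data.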
KB-3-1 cytotox = KB-3-1 parental cell cytotoxicity; KB-3-1 viability, CellTiter-Glo ATP luminescence, 72 h; Potency, µM (top dose mostly 46.1 µM), for inactives: at the highest dose activity change, negative = cytotoxic, hits mostly cytotoxic; 400,000 tested, 1.4% active; note: potency is the fitted concentration of half-maximal effect; % is set by controls: 0 for no effect and ±100 for the full control effect; nearly all actives have a fitted effect of over 60% in size
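Multi-concentration cytotoxicity screen in KB-3-1 cells grown in DMEM lacking phenol red with 10% FBS. After 72 h at 37 °C with compound, ATP-dependent luminescence was recorded.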
HT1080NT lethal = kills 2HG-producing HT-1080-NT fibrosarcoma cells | HT-1080-NT fibrosarcoma viability, CellTiter-Glo ATP luminescence, 48 h | 360,000 tested, 1.6% active | Potency, µM (doses to about 46.1 µM), for the others: top-dose activity, negative = less viability, hits mostly cytotoxic;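 note: NT is the 2HG producing partner of a matched IDH1 knockdown line; potency is the fitted concentration of half-maximal effect; 0% = DMSO-treated cells and -100% = media-only wells without cells; nearly all actives have a fitted effect of over 55% in size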
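Viability by CellTiter-Glo luminescence after 48 h compound exposure at 37C of HT-1080-NT cells (750/well, RPMI, 5% FBS). % activity scaled between DMSO wells and medium-only wells, then curve-fitted and categorized by curve class.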
D3 ag = activates the human D3 dopamine receptor; max activation, %; 410,000 tested, 0.58% active; P35462; AID 652048; D3R DiscoveRx beta-arrestin cells, luminescence, 90 min; in the data active = max activation above about 30%; note: 0% is about no effect; mostly tested at two doses, the higher about 12 µM
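Agonist-mode cell screen: cells plated at 1500/well and incubated overnight at 37 °C, then exposed to library compounds for 90 min at 37 °C. Detection reagent was added for 30–60 min at room temperature, and luminescence was read.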
Starred values were filed as active, the others as inactive; ? = inconclusive; . = no result given; [ ] = dose if it differs, or a comment. Unless noted, calls come from the whole dose curve; as a rule, active = well fitted curve in the direction sought with a large enough effect; inconclusive = small, poorly fitted or top-dose-only effect, or another doubt; inactive = no such curve, though single readings can be large; an effect the other way counts as inactive or inconclusive. Rows were taken by chance. Share with any hit: about 12%.

SMILES	HT1080 IDH1KD tx	IL1B secr inh	GLP1R ag	D3 antag	SW480 rereplic	KB-V1 MDR tox	KB-3-1 cytotox	HT1080NT lethal	D3 ag
Cc1ccc(C2(c3noc(CN4CCC(c5ccncc5)CC4)n3)CCCC2)cc1	?	-25	?	10	13%	0%	0%	?	5
O=C(CN1CCN(Cc2ccccc2Cl)CC1)N/N=C/C=C/c1ccccc1[N+](=O)[O-]	-20%	0	6%	?	3%	?	?	-16%	-11
CC1CC(C)CN(S(=O)(=O)c2ccc(NC(=O)C3COc4ccccc4O3)cc2)C1 (stereo not drawn)	-13%	-6	2%	-27	1%	-13%	-17%	-20%	-4
C=CCNC(=S)Nc1nc2c(cc1C(=O)OCC)CCCC2	3%	5	25%	-20	-6%	0%	0%	-13%	-6
CCCSc1nc(C)cc(C)c1S(=O)(=O)c1ccccc1C	-11%	3	11%	4	15%	-26%	?	-7%	4
C(=N\N1CCN(c2ccccn2)CC1)/c1ccccn1	9%	-16	10%	-15	-5%	16%	5%	?	-9
COc1ccc(NC2CC(=O)N(c3ccccc3)C2=O)cc1 (stereo not drawn)	-3%[9.24 µM]	5	-20%	0	1%	6%	7%	-5%	11
O=C(CN1CCN(Cc2ccccc2)CC1)N/N=C/c1ccc(Br)s1	?	-19	3%	-7	-15%	-21%	-2%	?	-23
Cc1ccc(O)c(-c2cc(C(=O)Nc3ccc(S(=O)(=O)N4CC(C)OC(C)C4)cc3)[nH]n2)c1 (stereo not drawn)	-29%	-74*	-9%	1	24%	?	?	?	1
Cc1cc(C(=O)COC(=O)c2ccccc2Br)c(C)n1CC1CCCO1 (stereo not drawn)	-24%	-16	-9%	-6	10%	-16%	1%	0%	13
Cc1cccc(-n2c(C)nc3cc(C(=O)NCc4ccc5c(c4)OCO5)ccc32)c1	10%	?	2%	22	?	16µM*	-1%	7%	-2
CN(C)C(CNS(=O)(=O)c1ccc(Cl)cc1F)c1ccco1 (stereo not drawn)	0%	-1	-15%	-12	-1%	18µM*	-12%	-4%	-13
O=C(Nc1cc(Cl)ccc1-n1cncn1)c1ccc([N+](=O)[O-])s1	-1%	23	-32%[inhibitor]	-6	23µM*	?	?	-21%	4
O=C(O)c1ccc(NC(=O)c2cccc(N3C(=O)C4C5CCC(C5)C4C3=O)c2)cc1 (stereo not drawn)	24%	14	-1%	0	137%	?	11%	25%	-1
CCOC(=O)CNC(=O)CSc1nc(N(C)C)nc(N2CCOCC2)n1	15%	-10	4%	-14	-2%	3%	22%	9%	2
N#Cc1ccc(OCC(=O)NCCc2ccc(S(N)(=O)=O)cc2)cc1	13%	12	-2%	0	-7%	9%	4%	6%	3
CCOc1ccc(NC(=O)c2ccccc2CO)cc1	-1%	-22	-8%	-14	-4%	-1%	7%	5%	-3
CC(=O)Nc1ccc(S(=O)(=O)Nc2ccc3[nH]c(=O)[nH]c3c2)cc1	-1%	-2	0%	3	-9%	9%	-5%	19%	-16
Cc1ccc(S(=O)(=O)n2cnc(C)c2)cc1	8%	6	-5%	-2	-7%	-10%	-1%	-1%	-5
O=C(Nc1ccc(Cn2cccn2)cc1)c1ccc(COc2ccccc2Br)cc1	?	-60*	7%	-14	?	18µM*	9.2µM*	?	2
O=C(COc1ccccc1[N+](=O)[O-])Nc1ccc(CN2CCOCC2)cc1	2%	19	31%	3	-3%	2%	25%	-1%	1
CCOC(=O)C1CCN(C(=O)C2CCN(S(=O)(=O)c3cc(Cl)ccc3OCC)CC2)CC1	2%	4	-8%	7	-2%	.	.	-9%	16
Cc1cccc(N2CCN(C(=O)C3CCN(S(=O)(=O)N4CCOCC4)CC3)CC2C)c1 (stereo not drawn)	-7%	22	-6%	16	-61%[inhibitor]	-26%	-4%	-2%	3
Cc1cc2oc(=O)cc(CNc3ccccc3F)c2cc1O	-6%	24	11%	?	10%	?	?	-21%	-5
Cc1cc(SCC(=O)OC/C(O)=C(\C#N)c2nc3ccccc3[nH]2)c(C)cc1Br	?	-100*	-1%	12	29%	-17%	-16%	?	1
COc1ccc(Cn2c(CCC(=O)N3CCN(c4ccccn4)CC3)nc3ncccc3c2=O)cc1	-9%	-10	-2%	-5	-2%	-5%	-4%	-1%	-11
COc1ccc(N2C(=NC(=O)C(C)Oc3ccccc3)SC3CS(=O)(=O)CC32)cc1 (stereo not drawn)	1%	-19	-4%	-13	-3%	8%	10%	-2%	0
C/C(=N\NC(=O)c1ccc(Cl)c(S(=O)(=O)Nc2ccccc2Cl)c1)c1ccncc1	0%	15	-1%	5	1%	23µM*	6%	2%	0
O=C(COc1ccccc1Cl)NC(=S)Nc1ccccc1N1CCCC1	-6%	0	8%	48	?	4%	0%	0%	11
Cn1c(=O)cc(Nc2ccc(Cl)cc2)[nH]c1=O	-4%	41	7%	1	?	-1%	-4%	0%	-2
COc1ccc(F)cc1S(=O)(=O)N1CCN(Cc2ccc3c(c2)OCO3)CC1	-1%	6	-3%	10	-1%	1%	12%	-5%	1
Cc1ccc(N2C(=O)c3ccc(C(=O)O)cc3C2=O)c(C)c1	10%	30	-3%	8	7%	?	1%	13%	-3
Cc1ccc(NC(=O)CCn2c(=S)oc3ccccc32)cc1	-22%	13	3%	13	8%	1%	11%	-25%	-8
Cc1ccc(NC(=O)C2CCCN(C(=O)Nc3ccc(F)cc3)C2)cc1 (stereo not drawn)	-18%	-10	7%	0	-8%	-5%	-3%	-14%	14
O=C(COC(=O)c1ccc(Oc2ccccc2)cc1)Nc1nnc(-c2ccccc2)o1	-19%	32	-7%	?	3%	-25%	6%	?	10
O=C(NCc1ccco1)C(c1cccs1)N(C(=O)Cc1cccs1)c1ccccc1 (stereo not drawn)	-4%	0	-4%	-19	6%	?	-7%	0%	-6
CN(C)C(=S)Nc1cccc(F)c1	3%	10	3%	7	11%	8%	2%	-4%	1
CCOC(=O)c1oc2c(CN3CCN(C)CC3)c(O)ccc2c(=O)c1-c1ccc(Br)cc1	-2%	3	11%	-6	15%	-13%	11%	-1%	-8
CCCC1=C(C(=O)OCC)C(c2ccccc2OCC)NC(=O)N1C (stereo not drawn)	-1%	0	10%	8	-5%	0%	-8%	-1%	0
CC(C)OCCCN1CC(=O)N2C(c3cccc([N+](=O)[O-])c3)c3[nH]c4ccccc4c3C[C@H]2C1=O (stereo partly drawn)	-22%	0	1%	-4	9%	0%	?	-20%	4
CC1=C/C(=N\NC(=O)c2ccc(O)cc2)CC1	17%	0	1%	2	-6%	3%	16%	13%	6
COc1ccc(C)cc1NC(=O)C(C)N1CCOCC1 (stereo not drawn)	5%	14	-3%	15	-3%	9%	16%	2%	3
N#Cc1c(NC(=O)C2CC(c3ccccc3Cl)=NO2)sc2c1CCC2 (stereo not drawn)	0%	-9	-9%	-25	-2%	26µM*	-11%	-2%	-11
Cc1ccc(S(C)(=O)=NS(=O)(=O)c2cccc3nsnc23)cc1 (stereo not drawn)	4%	-53*	9%	-5	2%	-3%	-13%	0%	13
COc1ccc(Cn2c(=N)c(C(=O)NCC3CCCO3)cc3c(=O)n4ccccc4nc32)cc1 (stereo not drawn)	0%	-18	-4%	13	?	-15%	-1%	0%	-14
Cc1ccc(CN2CCN(Cc3ccc(Oc4ncccn4)cc3)CC2CCO)cc1 (stereo not drawn)	-4%	-27	11%	?	5%	17%	0%	-3%	-17
CN(C)N=Nc1nc[nH]c1C(N)=O	-30%	-8	2%	3	-18%	?	-16%	?	6
Fc1ccc(C2=Nn3c(nnc3-c3n[nH]c4c3CCC4)SC2)cc1	-30%	34	3%	-17	3%	?	?	-23%	10
Cc1ccccc1OCCC(=O)OCC(=O)c1c(N)n(CC(C)C)c(=O)n(C)c1=O	-7%	25	-3%	49	0%	?	-4%	-7%	3
COC(=O)c1[nH]c2ccc(Br)cc2c1NC(=O)Oc1ccccc1	5%	-4	-1%	14	-4%	15%	7%	6%	7
COCc1cc(=O)[nH]c(-c2ccc(C(F)(F)F)cc2)n1	22%	.	2%	9	?	-6%	4%	26%	1
COc1ccc(C)cc1NC(=O)NCc1ccc(F)cc1	7%	14	-1%	15	26%	7%	1%	16%	-5
CCOC(=O)c1cc(=O)cc(C(=O)OCC)o1	12%	25	-10%	-3	-4%	?	6%	12%	0
CNC(=O)c1cc(-c2ccc(Cl)cc2)n(-c2ccccc2)n1	?	20	20%	-6	-6%	-5%	-3%	-16%	-15
O=C1C(=Cc2ccc(F)cc2)Cc2ccccc21	5%	10	5%	12	.	-9%	6%	-2%	2
COC(=O)N1CCN(c2ccc(Cl)c(Cl)c2)CC1	6%	-7	-1%	24	-1%	23µM*	?	-2%	8
CC(=O)NCCc1nc2ccccc2n1Cc1ccc(C)cc1	-2%	7	5%	3	-1%	-8%	7%	3%	2
CCOC(=O)c1cc(C#N)c(Oc2cccc(C(F)(F)F)c2)nc1-c1ccccc1	-14%	-2	-11%	13	6%	-20%	-21%	0%	1
O=C(c1cccs1)N1C[C@H](n2cc(C3CC3)nn2)[C@@H](O)C[C@@H]1c1ccccc1	10%	0	-3%	-3	.	?	24%	1%	4

In the list so far, these have a furan ring, fused or not.
SMILES	HT1080 IDH1KD tx	IL1B secr inh	GLP1R ag	D3 antag	SW480 rereplic	KB-V1 MDR tox	KB-3-1 cytotox	HT1080NT lethal	D3 ag
CN(C)C(CNS(=O)(=O)c1ccc(Cl)cc1F)c1ccco1 (stereo not drawn)	0%	-1	-15%	-12	-1%	18µM*	-12%	-4%	-13
O=C(NCc1ccco1)C(c1cccs1)N(C(=O)Cc1cccs1)c1ccccc1 (stereo not drawn)	-4%	0	-4%	-19	6%	?	-7%	0%	-6
